High-throughput results deposited in PubChem by Broad Institute.
RAD54 branch = inhibitors of human RAD54 branch migration; Q92698; RAD54 Holliday junction branch migration, FAM/BHQ fluorescence; inhibition, % at 10.4 µM; 360,000 compounds, 0.14% hits;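 active = mean normalized replicate activity at least 40 and at least half of replicates scoring 40 or more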;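 also: 0% = median of neutral control wells and 100% = median of positive control wells; inhibitors cause a drop in the FAM fluorescence signal; in these data hits start at about 50%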
Target sequence (Q92698 whole entry, looked up): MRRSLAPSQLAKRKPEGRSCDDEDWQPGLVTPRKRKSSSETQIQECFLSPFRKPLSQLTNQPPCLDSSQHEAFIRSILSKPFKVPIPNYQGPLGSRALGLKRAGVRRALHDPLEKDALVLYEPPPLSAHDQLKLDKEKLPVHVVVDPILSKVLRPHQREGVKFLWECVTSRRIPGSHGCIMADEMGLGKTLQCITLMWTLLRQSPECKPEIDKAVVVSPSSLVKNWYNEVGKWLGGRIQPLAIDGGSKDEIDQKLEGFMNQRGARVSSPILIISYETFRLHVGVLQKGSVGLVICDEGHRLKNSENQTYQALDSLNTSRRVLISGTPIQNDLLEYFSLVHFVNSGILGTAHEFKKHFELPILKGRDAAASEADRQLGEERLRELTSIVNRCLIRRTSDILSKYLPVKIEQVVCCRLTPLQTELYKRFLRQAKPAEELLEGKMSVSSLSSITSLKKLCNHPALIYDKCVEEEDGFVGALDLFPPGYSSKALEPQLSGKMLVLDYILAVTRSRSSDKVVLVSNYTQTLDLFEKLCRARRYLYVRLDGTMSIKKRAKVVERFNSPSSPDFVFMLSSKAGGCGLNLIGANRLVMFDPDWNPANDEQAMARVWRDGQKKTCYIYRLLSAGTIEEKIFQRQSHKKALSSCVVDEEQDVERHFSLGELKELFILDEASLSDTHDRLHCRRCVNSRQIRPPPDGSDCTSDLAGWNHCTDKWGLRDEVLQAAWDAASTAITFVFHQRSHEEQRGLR
RAD52 inh = inhibitors of human RAD52 DNA annealing; inhibition, % at 18.7 µM; 360,000 compounds, 0.46% hits; recombinant RAD52 DNA annealing, FRET fluorescence; AID 651710;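 active = every replicate showing at least 50% inhibition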
XiGFP reactiv = activators of X-chromosome reactivation in mouse fibroblasts. XiGFP mouse fibroblasts, % GFP-positive cells imaging, 3 d; cells co-treated with 5-aza-dC sensitizer; scaled so ellipticine positive control = 100%. activation, % at 7.58 µM. 360,000 compounds, 0.055% hits. AID 743238;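 active = mean normalized replicate activation at least 10% and every replicate at or above 10%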;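 also: 0% = median of on-plate neutral control wells and 100% = ellipticine 6 µM median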
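System: 68-5-11 XiGFP fibroblast line; Timing: 3 days compound exposure; Compound dosing: one concentration, pinned; Benchmarks: positive control ellipticine, 6 µM final; Buffer or medium: DMEM containing 5-aza-dC.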
esBAF inh = blocks esBAF chromatin remodeling in mouse ES cells. Bmi1-luciferase knock-in reporter, 24 h; 100% = twice the neutral-well signal. reporter increase, % at 12.5 µM. 350,000 compounds, 2% hits. AID 602393; in the data active = activation above about 40%;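 also: 0% = median of the plate's neutral control wells and 100% = double that signal; a rise in the Bmi1 reporter signal indicates esBAF inhibition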
ERAP1 HTS inh = inhibitors of human ERAP1 aminopeptidase | 340,000 compounds, 0.15% hits | recombinant ERAP1, Leu-AMC fluorescence, 60 min | inhibition, % at 10.7 µM;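 active = mean replicate inhibition of at least 30%, or all replicates individually reaching that 30% level; inactive = mean below 30% and not every replicate reaching it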;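 also: 0% = neutral control wells and 100% = L-leucinethiol positive control wells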
E-selectin induc = E-selectin induction on HUVECs; 260,000 compounds, 0.37% hits; HUVEC E-selectin immunofluorescence imaging; normalized: neutral wells 0, TNF-alpha wells 100; activation, % at 7.58 µM; AID 686992;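 active = mean E-selectin-positive cell signal at least 10% of the positive control, reached in at least 60% of replicates, without over 20% cell loss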;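 also: in these data hits start at about 27%; measured in HUVEC primary endothelial cells; signal is the percent of cells scored E-selectin positive by PE staining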
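Test system – human umbilical vein endothelial cells (HUVEC), E-selectin induction · Input – 3,000 HUVEC seeded per well · Buffer or medium – EGM-2, gelatin · Compound dosing – single-point compound dose · Detection – immunofluorescence imaging · Measure – percent E-selectin-positive cells · Controls – TNF-alpha high, DMSO low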
ERp5 block = ERp5 (human) disulfide isomerase inhibition; Q15084; ERp5 insulin aggregation, absorbance 650 nm, 90 min; inhibition, % at 9.99 µM; 350,000 compounds, 0.05% hits; AID 651711;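 active = mean replicate inhibition above about 25%, with every replicate also reaching it, limit read from the data, passing the limit was not always enough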
S100A4 inh HTS = blocks human S100A4 binding to myosin IIA peptide. 360,000 compounds, 0.14% hits. inhibition, % at 10.7 µM. P26447. S100A4/TAMRA-MyoIIA peptide fluorescence polarization;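 active = mean inhibition of at least 70% across replicates, with every replicate also reaching that level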
Target sequence (P26447 whole entry, looked up): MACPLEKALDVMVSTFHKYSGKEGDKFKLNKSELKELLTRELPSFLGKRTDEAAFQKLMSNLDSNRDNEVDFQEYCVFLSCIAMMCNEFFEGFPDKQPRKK
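incubation = readout 5 min after mixing, signal stable up to 60 min | system = S100A4 monomer protein | buffer or medium = HEPES pH 7.2 with CaCl2, KCl, NaCl, DTT, Triton | benchmarks = neutral control DMSO, positive control TFP | also added = fluorescent myosin IIA peptide, 5 nM | compound dosing = one concentration per compound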
* marks the source's active call; other numbers are inactive results; / = not tested or not shown.

SMILES | RAD54 branch | RAD52 inh | XiGFP reactiv | esBAF inh | ERAP1 HTS inh | E-selectin induc | ERp5 block | S100A4 inh HTS
C[C@H](O)[C@@H]1CN2CCc3ccc(-c4ccc5c(c4)OCO5)cc3[C@@H]2C[C@@H]1N(C)Cc1ccccc1 | / | 41 | 0.4 | / | -1 | 0.2 | -7 | -8
CN1CC(=O)N(CC(=O)N2N=C(c3ccc(Cl)cc3)CC2c2ccco2)C1=O (configuration not stated) | -4 | -21 | 0.0 | 1 | -4 | 0.0 | 0 | 2
C=CCn1c(SCC(=O)Nc2ccc(NC(C)=O)cc2)nc2sc(C)c(C)c2c1=O | -12 | -18 | 0.0 | -8 | -1 | -0.2 | 13 | 3
CCCC#Cc1ccc([C@H]2[C@H]3CN(C(=O)Cc4cccnc4)CC(=O)N3[C@H]2CO)cc1 | / | -13 | 0.6 | / | 2 | 0.2 | 0 | 22
COc1ccccc1CNC(=O)C[C@H]1C=C[C@H](NC(=O)CN(C)C)[C@@H](CO)O1 | 2 | -7 | 0.0 | -3 | 0 | -0.5 | 2 | -21
CO[C@H](CN(C)Cc1cc(F)ccc1F)[C@H](C)CN([C@@H](C)CO)S(=O)(=O)c1ccc(C)cc1 | -1 | 0 | 0.2 | 2 | -2 | 0.2 | 2 | 7
COCCCNC(=O)c1cccc2c(-c3ccc(OC)cc3C)coc12 | -3 | -8 | 1.7 | 10 | 1 | -0.1 | -3 | 0
Cc1ccc(N2CCN(C(=O)N3CCOCC3)CC2)c(C)c1 | / | -9 | 0.0 | / | 6 | -0.1 | -5 | 4
COc1cc([N+](=O)[O-])ccc1NC(=O)NNC(=O)CCc1ccccc1 | 6 | -2 | -0.1 | -5 | 3 | 0.0 | 5 | -1
CCCCN(C(=S)NC(=O)c1cc(OC)c(OC)c(OC)c1)c1c(N)n(Cc2ccccc2)c(=O)[nH]c1=O | 0 | -9 | -0.3 | 3 | -2 | -2.5 | 2 | -8
O=C(C1CCN(C2CCN(Cc3ccsc3)CC2)CC1)N1CCOCC1 | 11 | -20 | 0.1 | -6 | -8 | -0.1 | -5 | -6
CC(C)C#Cc1cnc2c(c1)C(=O)N([C@@H](C)CO)C[C@@H](C)[C@H](CN(C)C(=O)Cc1ccncc1)O2 | -2 | -14 | -0.7 | 7 | 0 | -0.2 | 10 | -9
Cc1ccc(C2CC(c3ccccc3)=NN2C(=O)CSc2nnc(-c3ccncc3)n2C)o1 (configuration not stated) | -6 | -13 | 0.1 | / | -2 | / | 2 | 1
CCCCOc1ccc(OC(=O)Nc2cc(Cl)ccc2OC)cc1 | -4 | -21 | 0.0 | -4 | 0 | 0.3 | -1 | -2
O=C(O)C1C2CCCCC2=C2CCCCC2C1C(=O)c1ccccc1 (configuration not stated) | -3 | -7 | -0.5 | -9 | -4 | / | -5 | 1
O=C(COc1ccc(S(=O)(=O)N2CCOCC2)cc1Cl)NCc1ccccn1 | -11 | -12 | 0.1 | 2 | -2 | 0.0 | 0 | 8
Cc1noc(C)c1NC(=O)Nc1cccc2c1O[C@H](CN(C)S(=O)(=O)c1ccc(Cl)cc1)[C@@H](C)CN([C@H](C)CO)C2=O | 7 | -7 | 0.1 | -4 | -2 | -0.1 | 26* | 4
CC1CCCN(S(=O)(=O)c2csc(C(N)=O)c2)C1 (configuration not stated) | -9 | -10 | 0.1 | -2 | 1 | / | 9 | -1
CC(C)C#Cc1ccc2c(c1)O[C@@H](CN(C)CC1CCCC1)[C@H](C)CN([C@H](C)CO)S2(=O)=O | 1 | 1 | -1.0 | -3 | 4 | -0.4 | -1 | 6
CS(=O)(=O)N1CCCC(C(=O)Nc2c(F)cccc2F)C1 (configuration not stated) | -6 | -5 | 0.2 | 2 | 2 | / | 0 | -2
CN1CCN(C(=O)C[C@@H]2C[C@H]3c4cc(NC(=O)Cc5ccncc5)ccc4O[C@H]3[C@@H](CO)O2)CC1 | 6 | -1 | 0.0 | -4 | -1 | -0.3 | -5 | -23
Cc1csc(CN(C)C(=O)CC2C(=O)NCCN2Cc2ccc(Cl)c(F)c2)n1 (configuration not stated) | -7 | -18 | -0.1 | 0 | -2 | / | -1 | 0
O=c1cc(CN2CCN(c3ccc(Cl)c(Cl)c3)CC2)c2ccccc2o1 | -4 | -22 | -0.1 | -5 | 6 | 0.0 | 5 | 7
Cc1ccc(S(=O)(=O)N2CC(C(=O)O)Oc3ccccc32)cc1 (configuration not stated) | -2 | -21 | 0.0 | 1 | -2 | -0.2 | 0 | -7
CCn1c(C)cc(/C=C2/SC(=O)N(CC(=O)N3CCCC3)C2=O)c1C | -10 | -61 | 0.0 | 14 | 8 | / | 0 | -4
O=C(C1CCN(S(=O)(=O)c2cccc3cccnc23)CC1)N1CCN(c2ccccc2)CC1 | -3 | -40 | -0.2 | 3 | 0 | / | -6 | -4
Cc1cc(C)n(CCNC(=O)[C@H]2O[C@@H](n3cnc4c(N)ncnc43)[C@H](O)[C@@H]2O)n1 | -11 | 1 | -0.1 | -1 | 1 | / | 9 | -7
COc1ccc(NC(=O)CSc2nnc(Cc3ccccc3)o2)c(OC)c1 | 1 | -15 | / | -4 | -6 | / | 3 | 3
CC(=O)Nc1ccc(NC(=O)C2(C)Cc3c(-c4cccc(C(F)(F)F)c4)ccnc3O2)cc1 (configuration not stated) | 3 | -7 | 0.2 | -3 | -3 | -0.4 | -3 | -3
COC(=O)c1ccc(-c2cccc(CN3CCN(c4ncc(Cc5ccccc5)cn4)CC3)c2)cc1 | / | -3 | 0.3 | / | 6 | -0.1 | -4 | 1
CO[C@@H]1CN(C)C(=O)c2cc(NS(=O)(=O)c3ccccc3)ccc2OC[C@@H](C)N(Cc2cccnc2)C[C@@H]1C | -2 | 0 | -0.3 | 2 | 1 | 3.5 | 3 | 6
COc1ccccc1Nc1ccc([N+](=O)[O-])cn1 | / | -10 | 0.0 | 19 | -1 | / | 0 | -14
CC(=O)c1ccc(OCc2cn(CC(=O)c3ccc(O)cc3)nn2)c(C)c1 | 3 | -19 | 0.2 | 2 | / | -2.6 | 0 | 0
Cn1c(CCc2ccc(N)cc2)nc2ccccc21 | / | -37 | 0.0 | / | 2 | 0.3 | 5 | -9
Cc1ccc(NC2=C(CC(=O)O)C(c3ccccc3)N(c3ccc(C)cc3)C2=O)cc1 (configuration not stated) | -1 | -45 | 0.0 | 2 | 0 | 2.0 | -2 | -1
COCC(=O)N1CCC(Oc2ccc(C(=O)NCCCC3CCCC3)cc2)CC1 | -3 | -1 | -0.1 | 8 | 1 | -0.2 | 1 | -1

One compound at a time, as listed above.
Shown for Cc1cc(C)n(CCNC(=O)[C@H]2O[C@@H](n3cnc4c(N)ncnc43)[C@H](O)[C@@H]2O)n1 → RAD54 branch: -11; RAD52 inh: 1; XiGFP reactiv: -0.1; esBAF inh: -1; ERAP1 HTS inh: 1; E-selectin induc: /; ERp5 block: 9; S100A4 inh HTS: -7
Shown for O=C(C1CCN(S(=O)(=O)c2cccc3cccnc23)CC1)N1CCN(c2ccccc2)CC1 → RAD54 branch: -3; RAD52 inh: -40; XiGFP reactiv: -0.2; esBAF inh: 3; ERAP1 HTS inh: 0; E-selectin induc: /; ERp5 block: -6; S100A4 inh HTS: -4

Continued.
SMILES | RAD54 branch | RAD52 inh | XiGFP reactiv | esBAF inh | ERAP1 HTS inh | E-selectin induc | ERp5 block | S100A4 inh HTS
CCOc1ccc(N=Cc2c(O)c3ccccc3oc2=O)cc1 | 5 | / | 1.9 | 9 | / | 6.1 | / | /
CCOc1ccccc1CNS(=O)(=O)c1cnc[nH]1 | -6 | -8 | 0.0 | -4 | -1 | / | -4 | 0
Cc1ccc(S(=O)(=O)Nc2ccccc2[N+](=O)[O-])cc1 | / | -1 | 0.1 | / | -2 | -0.1 | 4 | -2
CCCNC(=O)N1CC2(CCN(Cc3cccc(OC)c3)CC2)c2c(n(C)c3cc(OC)ccc23)[C@H]1CO | / | 14 | 0.2 | / | 0 | -0.1 | 0 | 2
N#Cc1ccc(NC(=O)COc2ccc(-n3cnnn3)cc2)cc1 | -11 | 3 | 0.2 | -6 | -4 | 0.0 | 2 | 2
CO[C@H]1CN(C)C(=O)c2cc(NC(=O)Nc3ccccc3F)ccc2OC[C@H](C)NC[C@H]1C | 4 | -17 | 0.0 | 1 | -6 | 0.1 | 2 | -37
Cc1ccc(NC(=O)/C(C#N)=C/c2ccsc2)c(C)c1 | -11 | -9 | -0.1 | / | 1 | / | 5 | 3
CCNC(=O)/C(C#N)=C/c1c(N2CCCCCC2)nc2c(C)cccn2c1=O | 3 | 95* | 0.0 | 1 | -2 | 0.4 | 2 | 6
CC(CN1CCCCC1)C(=O)NN (configuration not stated) | 3 | -3 | 0.1 | -4 | -4 | / | 1 | -2
COc1ccc(S(=O)(=O)N(C)C[C@H]2Oc3c(NC(=O)NC4CCCCC4)cccc3C(=O)N([C@H](C)CO)C[C@H]2C)cc1 | 7 | 0 | 0.0 | -2 | 2 | -3.4 | 13 | 2
CCOC(=O)c1csc(NC(=O)Nc2cccc(Cl)c2)n1 | / | -6 | 0.1 | / | -1 | -0.4 | 4 | -2
c1ccc2c(c1)Nc1cc3ccccc3cc1O2 | 1 | -9 | 0.0 | 84* | 2 | 0.6 | 2 | 5
COc1ccccc1CNC(=O)C[C@H]1CC[C@H]2[C@@H](COc3ccc(NC(C)=O)cc3C(=O)N2C)O1 | 9 | / | 0.0 | -2 | / | -0.2 | / | /
Cc1ccccc1NC(=O)CC1C(=O)NCCN1C(=O)c1cccc(Cl)c1 (configuration not stated) | -4 | 2 | 0.6 | / | -4 | -0.2 | -15 | -7
COc1ccc(/C=C/C(=O)c2ccc(O)cc2)cc1 | 8 | -7 | / | 17 | -1 | / | -1 | 6
C[C@@H]1CN([C@H](C)CO)C(=O)c2cc(NC(=O)CCC(F)(F)F)ccc2O[C@@H](C)CCCCO[C@@H]1CN(C)Cc1ccc(Cl)c(Cl)c1 | -4 | -24 | -0.1 | 11 | 0 | -0.2 | 4 | 4
CC(C)C#Cc1ccc2c(c1)O[C@H](CN(C)Cc1ccccc1)[C@H](C)CN([C@@H](C)CO)S2(=O)=O | 2 | 3 | -0.5 | 0 | 1 | -0.7 | 3 | 1
C(=N\Nc1nc(N2CCCC2)nc(N2CCCC2)n1)/c1ccccc1OCc1ccccc1 | -8 | -15 | 0.3 | 8 | -1 | / | 2 | 1
O=C(CN1CCOCC1)N1[C@@H]2CNc3ccccc3[C@@H]2[C@@H]1CO | -4 | 9 | -0.1 | -1 | 0 | -0.1 | -2 | 23
COc1ccccc1CN1C[C@H](C)[C@H](OC)CN(C)C(=O)c2cc(NC(C)=O)ccc2OC[C@H]1C | 5 | -7 | 0.3 | -1 | / | 0.0 | -3 | 12
COc1ccc(N2CCN(C(c3ccc4ncccc4c3)c3nnnn3C(C)(C)C)CC2)cc1 (configuration not stated) | / | 0 | 0.0 | / | 1 | / | -4 | 15

Structures above shown as hits in esBAF inh:
| molecule | RAD52 inh | esBAF inh | ERAP1 HTS inh | ERp5 block | S100A4 inh HTS |
| --- | --- | --- | --- | --- | --- |
| c1ccc2c(c1)Nc1cc3ccccc3cc1O2 | -9 | 84* | 2 | 2 | 5 |
